GLP1R inv ag: acts as inverse agonist at human GLP-1 receptor. P43220. HEK293 GLP-1R CRE-luciferase, luminescence, 24 h; GLP-1R form is constitutively active. Potency, µM (doses to about 38.3 µM), without a hit: at the top dose activity change, negative = inhibition, hits mostly inhibitors. actives 1.6% (n = 410,000). AID 624417; further: potency means the concentration at half of the fitted maximal effect; on the % scale 0 is the no-effect control and ±100 the full control effect; nearly all actives have a fitted effect of over 55% in size
Target sequence (P43220 whole entry, looked up): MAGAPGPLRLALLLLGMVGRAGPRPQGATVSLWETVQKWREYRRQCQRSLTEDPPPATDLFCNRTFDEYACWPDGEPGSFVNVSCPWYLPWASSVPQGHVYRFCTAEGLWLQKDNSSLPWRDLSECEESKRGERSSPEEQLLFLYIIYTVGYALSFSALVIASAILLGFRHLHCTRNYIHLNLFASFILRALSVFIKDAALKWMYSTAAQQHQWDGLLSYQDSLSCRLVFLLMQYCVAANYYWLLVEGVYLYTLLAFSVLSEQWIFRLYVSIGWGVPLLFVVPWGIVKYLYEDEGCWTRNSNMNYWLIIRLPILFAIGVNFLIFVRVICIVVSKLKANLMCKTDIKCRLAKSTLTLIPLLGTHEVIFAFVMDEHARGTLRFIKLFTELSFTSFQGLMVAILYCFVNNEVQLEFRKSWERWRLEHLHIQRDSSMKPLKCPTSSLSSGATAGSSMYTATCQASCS
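GLP-1R inverse agonism mode: basal reporter luminescence in engineered HEK293 cells measured after one day of compound exposure at 37 deg C, with a 12 min room-temperature detection step.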
DRD3 antagonist: antagonists of human D3 dopamine receptor; max response, negative = inhibition, %; D3R cells, DiscoveRx beta-arrestin luminescence, antagonist mode; active compounds read low; AID 652054; actives 2.5% (n = 360,000); in the data active means max response below about -50%; inconclusive means no clear call, values can overlap the other calls; further: on the % scale 0 is the no-effect control and ±100 the full control effect; mostly tested at two doses, the higher about 12 µM
Target sequence (P35462 whole entry, looked up): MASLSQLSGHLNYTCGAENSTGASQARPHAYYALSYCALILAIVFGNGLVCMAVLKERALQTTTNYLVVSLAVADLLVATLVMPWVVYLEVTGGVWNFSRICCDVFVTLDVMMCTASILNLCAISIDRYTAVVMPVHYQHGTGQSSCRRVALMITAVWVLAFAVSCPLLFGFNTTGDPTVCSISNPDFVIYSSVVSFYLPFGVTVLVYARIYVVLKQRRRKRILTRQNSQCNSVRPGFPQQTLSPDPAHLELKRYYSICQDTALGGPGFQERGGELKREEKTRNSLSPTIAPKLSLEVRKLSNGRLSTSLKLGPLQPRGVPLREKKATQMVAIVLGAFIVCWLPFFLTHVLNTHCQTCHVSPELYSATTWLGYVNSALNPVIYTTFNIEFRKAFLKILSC
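Cells plated overnight at 1500 cells/well, then exposed to library compounds with dopamine controls for 90 minutes at 37 degrees C. DiscoveRx reagent added for 30–60 minutes at room temperature; luminescence read, quantitative HTS format.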
PTHR1 agonist: agonists of human PTHR1 parathyroid hormone receptor; Q03431; HEK293 GP2 PTHR1 cells, GloSensor cAMP luminescence, 1 h; Potency, µM (series often up to 115 µM), inactives show at the highest dose activation, actives largely listed as activators; actives 0.075% (n = 410,000); AID 743266; further: potency means the concentration at half of the fitted maximal effect; nearly all actives have a fitted effect of over 55% in size; some results filed as inactive show a strong effect at the top dose; inactives centre near -15; many of its hits are not listed in these tables
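HEK-293-derived GP2 cells expressing PTHR1 and a GloSensor cAMP reporter, 3,000/well, plated overnight, given luciferin plus IBMX (each 0.5 mM as added) for 1 h at 37 °C, then compound for 1 h at 37 °C. Luminescence was read after 15 min at room temperature.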
pAkt inh: blocks phosphorylation of Akt | AID 651550 | actives 0.32% (n = 360,000) | Neuro2A IGF-stimulated pAkt S473 HTRF, 20 min; active compounds read low | activity change, % for hits at 50 µM; in the data active means activity change below about -80%; inconclusive means mostly about -51% to -80%; further: on the % scale 0 is the no-effect control and ±100 the full control effect
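Neuro2A cells (4,500/well, DMEM with 0.5% FBS) were treated with compound at a single 50 µM final concentration, stimulated with 6 nM IGF for 20 min at 37 °C, and lysed. Phospho-Akt Ser473 was read by HTRF as 665/615 ratio ×10^4.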
TDP-43 yeast inh: inhibitors of TDP-43 toxicity in yeast. TDP-43 expressing yeast growth rescue, BacTiter-Glo, 24 h. Potency, µM (top dose mostly 46.1 µM), for the others: top-dose growth rescue (activation), most hits filed as activators. actives 1.8% (n = 410,000); further: potency means the concentration at half of the fitted maximal effect; % of control where 0% means no effect; nearly all actives have a fitted effect of over 50% in size
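Growth rescue of TDP-43-toxic yeast measured as ATP luminescence (BacTiter-Glo). Cells grown to mid-log in raffinose, induced in galactose at OD600=0.02, exposed to compound 24 hr at 30 deg C.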
GLP1R ag: GLP-1 receptor (human) agonism | HEK293 GLP-1R CRE-luciferase, luminescence, 4-6 h; cells express a hypersensitive GLP-1R form | Potency, µM (titrated, usually from 45.6 µM), inactives show top-dose activation, hits mostly activators | actives 0.007% (n = 380,000); further: potency means the concentration at half of the fitted maximal effect; % of control where 0% means no effect
aSyn rescue: rescues yeast growth from alpha-synuclein toxicity; actives 0.14% (n = 370,000); Potency, µM (series often up to 46.1 µM), for inactives: at the highest dose growth rescue (activation), most hits filed as activators; Yeast expressing alpha-synuclein, growth rescue, BacTiter-Glo, 24 h; further: potency means the concentration at half of the fitted maximal effect; % of control where 0% means no effect; nearly all actives have a fitted effect of over 65% in size
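Rescue of yeast growth: cells expressing toxic alpha-synuclein, induced in galactose at OD600 0.02, incubated with compound 24 h at 30 C. ATP luminescence quantified growth; inhibitors of toxicity appear as activators.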
FUS suppressor: FUS proteinopathy suppression in yeast; S. cerevisiae FUS-expressing, growth rescue, OD600, 24 h; Potency, µM (doses to about 76.6 µM), inactives show at the highest dose growth rescue (activation), hits mostly activators; actives 0.24% (n = 390,000);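 further: potency means the concentration at half of the fitted maximal effect; plate controls were DMSO vehicle for no effect and reference control for full effect; nearly all actives have a fitted effect of over 55% in size; some results filed as inactive show a strong effect at the top dose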
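Restored growth of FUS-toxic S. cerevisiae, read as 600 nm absorbance after 24 h at 30C in galactose medium (starting OD 0.005). Controls CP55940 and DMSO.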
Abeta yeast res: A-beta toxicity reversal in yeast; yeast expressing A-beta42, growth rescue, OD600, 48 h; response scale: 0% DMSO, 100% iron-clioquinol control; Potency, µM (top dose mostly 46.1 µM), without a hit: at the highest dose growth rescue, most hits filed as activators; actives 0.063% (n = 410,000); AID 1347071; further: potency means the concentration at half of the fitted maximal effect; nearly all actives have a fitted effect of over 55% in size
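Yeast A-beta toxicity model in growth medium with pinned compounds, 48 h at 30 C; growth read as absorbance at 600 nm. Normalized to FeCl3/clioquinol equimolar mix (positive) and DMSO (negative).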
* marks the source's active call; other numbers are inactive results; i = inactive; ? = inconclusive; · = no result given; & = joins results of further samples; [ ] = another dose, or the depositor's remark. Unless noted, the call rests on the fitted dose curve; in most records, active means well fitted curve in the direction sought with a large enough effect; inconclusive means small, poorly fitted or top-dose-only effect, or another doubt; inactive means no such curve, though single readings can be large; an effect the other way counts as inactive or inconclusive. Some of the compounds tested; count on the stated rates, not on these rows.

SMILES	GLP1R inv ag	DRD3 antagonist	PTHR1 agonist	pAkt inh	TDP-43 yeast inh	GLP1R ag	aSyn rescue	FUS suppressor	Abeta yeast res
COCCNC(=O)c1ccc(N2CCC3(CC2)OCCO3)c([N+](=O)[O-])c1	-1%	0	i	i	17%	3%	2%	·	12%
Cc1ccc2c(c1)C1NC(=S)NC(C)(O2)C1C(=O)Nc1ccc(Cl)cc1 (configuration not stated)	?	-23	17%	i	-20%	0%	-6%	14%	6%
CN(C1CCCCC1)S(=O)(=O)c1cc2c(cc1Cl)NC(=O)CO2	-6%	-3	-13%	i	-4%	13%	7%	18%	29%
COCc1cc(C)n(CC(=O)NC(C)c2ccccc2)c(=O)c1C#N (configuration not stated)	-2%	1	?	i	4%	1%	2%	14%	-5%
CCc1ccc(NC(=S)NC2CC3CCC(C2)N3Cc2ccco2)cc1 (configuration not stated)	0%	?	-8%[57.5 µM]	i	-13%	7%	-4%	-1%	4%
CCSc1nnc(-c2cccs2)o1	0%	-12	i	·	-8%	11%	-10%	2%	27%
COc1cc(OC)nc(Nc2nc(C(N)c3ccccc3Cl)cs2)n1 (configuration not stated)	?	5	i	i	0%	6%	?	-2%	4%
Cc1ccc(C)c(S(=O)(=O)NCCC(=O)N2CCCC(C(N)=O)C2)c1 (configuration not stated)	2%	5	i	i	0%	-3%	0%	-19%	-20%
O=C(Nc1cccc(OCc2cc(=O)n3c4c(sc3n2)CCCC4)c1)c1ccc(F)cc1	9%	·	-34%[inhibitor]	·	3%	2%	·	-5%	-13%
CCN(Cc1ccccc1)C(=O)CSc1ncn[nH]1	1%	-3	i	i	-6%	0%	-1%	17%	5%
CC(=O)c1cccc(NC(=O)NCCS(C)=O)c1 (configuration not stated)	0%	9	-1%[57.5 µM]	i	-15%	-8%	6%	15%	-8%
O=C(NCCNC(=O)c1ccccc1Br)c1cccnc1	-3%	14	i	i	3%	-6%	-10%	11%	-9%
CCCc1nc2nc(C)c(NS(=O)(=O)c3ccc([N+](=O)[O-])cc3)c(=O)n2[nH]1	-40%	-21	7%	i	-22%	-1%	-5%	5%	-7%
O=C(c1ccc(-c2cccc(Cl)c2Cl)o1)N1CCOCC1	20%	-13	-19%	i	?	18%	2%	-3%	-4%
Cc1cccc(NC(=O)Cn2nc(C)c3nn(-c4ccc(Cl)cc4)c(C)c3c2=O)c1C	10%	·	-74%[inhibitor]	·	25%	·	·	4%	8%
O=c1nc(Nc2ccc(OCc3ccccc3)cc2)sc2ncccc12	?	-2	-1%	i	-2%	2%	4%	-4%	9%
O=C(NCc1ccc(Cl)c(Cl)c1)c1cc(C2CCCCN2C(=O)c2cccs2)on1 (configuration not stated)	?	0	i	i	-5%	4%	-3%	?	-15%
COc1ccccc1N1CCN(C(=O)CNS(=O)(=O)c2ccc(Br)s2)CC1	-24%&-28%	8	-41%&6%[inhibitor]	i	17%&-2%	1%	18%	24%&48%	0%&-17%
C=CCn1c(=O)c(C(=O)Nc2ccc(C)cn2)c(O)c2ccccc21	7%	8	-17%	i	-7%	5%	-1%	-18%	-9%
CCCCNC(=O)[C@@H](c1ccccc1)N1Cc2ccccc2C1=O	-7%	·	-42%[inhibitor]	·	1%	-2%	·	-12%	-11%
CSCCC(NC(=O)c1ccco1)C(=O)OC(C)C(=O)NC(=O)NC1CCCCC1 (configuration not stated)	9%	11	-14%	i	0%	16%	6%	29%	13%
CCN1CCN(Cc2cc(=O)oc3cc(C)cc(C)c23)CC1	2%	-16	-18%	i	22%	-9%	-7%	5%	10%
CC(=O)c1cccc(NC(c2ccc(F)cc2)c2nnc(-c3ccccc3)o2)c1 (configuration not stated)	?	·	-27%	·	0%	-7%	·	?	-4%
CN(C)/C=C(\C#N)C(=O)N/N=C/c1ccccc1	17%	-20	-2%	i	-13%[0.397 µM]	3%	-1%	14%	-2%
O=C1NC(Cc2ccccc2)c2nc3ccc(F)cc3c(=O)n2-c2ncccc21 (configuration not stated)	-1%	-19	-20%	i	11%	-4%	0%	-5%	-6%
CC(C)(C)n1nnnc1CN1C2CCC1CC(NC(=O)Nc1ccccc1)C2 (configuration not stated)	?	-11	-12%	i	-1%	1%	2%	11%	18%
CCOc1ccccc1Nc1ncccc1C(=O)N1CCCC1	-22%	4	9%[57.5 µM]	i	-8%	-1%	6%	-10%	4%
CCN(Cc1ccc2c(c1)OCO2)C(=O)CSc1nc(C)nc2sc(C)c(C)c12	3%	60	-32%[inhibitor]	i	-6%	1%	0%	·	1%
CN1/C(=C\C(=O)c2cccnc2Cl)C(C)(C)c2ccccc21	?	3	-22%	i	-14%[0.397 µM]	?	1%	15%	-9%
COc1cccc(CC2(CO)CCCN(Cc3cn[nH]c3-c3ccccc3)C2)c1 (configuration not stated)	?	13	-7%	i	-9%[9.22 µM]	16%	0%	20%	9%
COC(=O)c1ccccc1NC(=O)C1CC(=O)N(C2CCCCC2)C1 (configuration not stated)	0%	-18	i	i	-28%	25%	-13%	30%	-10%
Clc1ccc(-c2noc(-c3cccnc3N3CCN(c4ccccc4)CC3)n2)cc1	2%	·	i	·	5%	·	·	-1%	-6%
COC(=O)[C@]12CCCCC=C1N(Cc1ccc3c(c1)OCO3)C(=O)[C@H](CC(=O)NCc1ccc(C)o1)C2	-20%	-3	i	i	9%	·	1%	27%	4%
COc1cc2ncc(C(=O)c3ccccc3)c(N3CCN(Cc4ccccc4)CC3)c2cc1OC	?	-2	i	i	-8%	22%	-6%	13%	-24%
COC(=O)CNC(=O)C(CCSC)NC(C)=O (configuration not stated)	10%	5	i	i	-11%[9.22 µM]	2%	-9%	-21%	3%
C[C@@H](O)C#Cc1ccc2c(c1)O[C@H](CN(C)C(=O)Nc1ccccc1)[C@@H](C)CN([C@@H](C)CO)S2(=O)=O	6%	2	-17%	i	23%	-5%	?	-13%	-3%
CC(C)c1nc(CNC(=O)CCc2nnc(-c3ccsc3)o2)cs1	2%	-8	-7%	i	24%	1%	9%	10%	4%
CC(CNC(=O)C(C)(C)C)NC(=O)C(C)(C)C (configuration not stated)	1%	10	i	i	15%	1%	0%	·	?
Cc1csc(N/N=C/c2ccc([N+](=O)[O-])cc2)n1	2%	-14	-5%	i	0%	9%	-5%	2%	21%
CCCCCCSC1=C(C#N)C(=O)NC2(CCCCC2)S1	-5%	?	-15%[57.5 µM]	i	-1%	20%	1%	12%	-6%
CCOc1ccccc1C(=O)NC1(C(F)(F)F)C(=O)Nc2c1c(=O)[nH]c(=O)n2-c1ccc(F)cc1 (configuration not stated)	3%	·	i	·	2%	·	·	7%	-16%
COc1ccc(CCNC(=O)c2ccc(NC(=O)CC3SC(N4CCCCC4)=NC3=O)cc2)cc1 (configuration not stated)	6%	6	-33%[inhibitor]	i	17%	-5%	4%	?	3%
CCC1Oc2ccccc2N(CC(=O)NC2CCCCC2)C1=O (configuration not stated)	?	-15	i	i	-46%[inhibitor]	5%	-4%	5%	-6%
O=C1OCC(CO)(CO)N=C1NNc1cc(Cl)ccc1Cl	0%	-8	i	i	11%	1%	14%	13%	-8%
Cc1ccsc1C(=O)N1CCCC(N(C)Cc2ccccc2)C1 (configuration not stated)	2%	-24	i	i	3%	1%	-9%	1%	5%
OC[C@@H]1CN(Cc2ccc(F)cc2)C[C@H](n2cnc3c(Nc4ccccc4)ncnc32)O1	-15%	82	-9%	i	3%	0%	1%	30%	-7%
O=C(Nc1ccc(N2CCCCCC2)cc1)c1ccccc1Cl	?	-27	-25%	i	-21%	17%	0%	24%	-24%
COc1cccc(NC(=O)C2CCCO2)c1 (configuration not stated)	16%	9	i	i	-7%	-1%	4%	1%	2%

The closing four entries of the section above are carried over, then new ones follow:
SMILES	GLP1R inv ag	DRD3 antagonist	PTHR1 agonist	pAkt inh	TDP-43 yeast inh	GLP1R ag	aSyn rescue	FUS suppressor	Abeta yeast res
Cc1ccsc1C(=O)N1CCCC(N(C)Cc2ccccc2)C1 (configuration not stated)	2%	-24	i	i	3%	1%	-9%	1%	5%
OC[C@@H]1CN(Cc2ccc(F)cc2)C[C@H](n2cnc3c(Nc4ccccc4)ncnc32)O1	-15%	82	-9%	i	3%	0%	1%	30%	-7%
O=C(Nc1ccc(N2CCCCCC2)cc1)c1ccccc1Cl	?	-27	-25%	i	-21%	17%	0%	24%	-24%
COc1cccc(NC(=O)C2CCCO2)c1 (configuration not stated)	16%	9	i	i	-7%	-1%	4%	1%	2%
O=c1ccc(OCCOc2ccccc2)nn1-c1ccccc1	-3%	11	-37%[inhibitor]	i	-29%	-1%	-1%	·	0%
CCCCn1c(NC(=O)c2ccccc2Cl)c(C#N)c2nc3ccccc3nc21	5.6µM*	?	-19%[57.5 µM]	i	13%	-4%	-13%	8%	-10%
COC(=O)c1nc2cc(C)ccn2c1F	4%	0	i	i	18%	5%	4%	-24%	-2%
O=C(CSc1nc2ccccc2o1)Nc1ccc(N2CCOCC2)c(Cl)c1	?	-4	-30%	i	?	6%	6%	·	-47%[inhibitor]
COC(=O)c1[nH]nc2c1C(=O)N(C1CCCCC1)C2=O	-25%	-19	i	i	2%	7%	-2%	0%	-7%
Cc1cc(-c2nnc(SCC(=O)N3C(C)CCCC3C)o2)no1 (configuration not stated)	16%	-7	i	i	-15%	-9%	0%	-3%	-2%
CCN(CCn1cccn1)Cc1nc(Cc2cccc(F)c2)no1	-4%	5	i	i	10%	11%	-4%	-14%	4%
O=S1(=O)[C@H]2CC3O[C@]2(C[C@@H]3c2ccc(F)cc2)CN1Cc1ccc(Cl)cc1	?	0	-6%	i	?	2%	25%	24%	7%
